SENP8 block-1: human SENP8 protease inhibitors, primary screen, biochemical, fluorescence, Nedd8 protein substrate, uHTS; recombinant SENP8; 0.64% of 360,000 active; inhibition, % at 20 µM; AID 602440, 2012; in the data active = inhibition mostly above about 40%, no sharp cut-off; inactive = mostly below about 27%
SENP6 block: SENP6 protease inhibitors, primary screen, biochemical, luminescence, uHTS; Sentrin-specific protease 6 (Homo sapiens), Q9GZR1; Recombinant SENP6 catalytic domain, aminoluciferin luminescence; inhibition, % at 10 µM; 1.8% of 330,000 active;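 active = inhibition above about 50% at the single tested dose, limit read from the data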;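 also: plate controls were DMSO wells with enzyme for no effect and DMSO wells lacking enzyme for full effect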
Target sequence (Q9GZR1 628-1112 limits assumed): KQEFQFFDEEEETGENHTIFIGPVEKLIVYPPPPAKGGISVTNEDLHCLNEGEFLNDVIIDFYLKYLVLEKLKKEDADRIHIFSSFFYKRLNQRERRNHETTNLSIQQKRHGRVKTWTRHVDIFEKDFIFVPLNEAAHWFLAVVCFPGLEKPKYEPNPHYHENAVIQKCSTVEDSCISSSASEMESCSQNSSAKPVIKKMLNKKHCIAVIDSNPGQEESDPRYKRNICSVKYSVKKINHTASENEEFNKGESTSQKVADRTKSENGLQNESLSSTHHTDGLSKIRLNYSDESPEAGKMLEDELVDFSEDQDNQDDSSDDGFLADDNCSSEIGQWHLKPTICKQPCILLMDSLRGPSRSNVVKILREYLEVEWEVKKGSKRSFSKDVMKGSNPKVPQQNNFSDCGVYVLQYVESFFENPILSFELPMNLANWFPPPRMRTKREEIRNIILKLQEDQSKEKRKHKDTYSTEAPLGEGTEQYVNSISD
SENP8 block-2: SENP8 protease inhibitors, primary screen, biochemical, luminescence; 1.2% of 330,000 active; inhibition, % at 10 µM; purified SENP8, Z-RLRGG-aminoluciferin cleavage; AID 2540, 2010; Sentrin-specific protease 8 (Homo sapiens), Q96LD8; in the data active = inhibition above about 50%
SENP1 inh: human SENP1 catalytic domain inhibitors, primary screen, biochemical, FRET, uHTS; 0.21% of 360,000 active; Sentrin-specific protease 1 (Homo sapiens), Q9P0U3; recombinant SENP1 catalytic domain, CyPet-SUMO1-YPet FRET cleavage; inhibition, % at 10 µM;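 active = inhibition at least 30% at 10 µM, raw YFP signal under a set limit, fluorescence ratio 0.5 to 1.5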;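 also: 0% = enzyme with DMSO and 100% = no enzyme wells; some results filed as inactive read as strong as hits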
Target sequence (Q9P0U3 419-644 limits assumed): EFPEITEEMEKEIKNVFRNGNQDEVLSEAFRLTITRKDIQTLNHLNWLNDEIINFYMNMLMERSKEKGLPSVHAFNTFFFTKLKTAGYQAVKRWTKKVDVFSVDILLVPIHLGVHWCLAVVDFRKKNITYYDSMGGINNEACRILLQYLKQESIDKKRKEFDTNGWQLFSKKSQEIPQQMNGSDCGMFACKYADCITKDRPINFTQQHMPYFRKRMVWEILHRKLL
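Controls: no-enzyme wells low, DMSO-plus-enzyme wells high control. Test system: human recombinant His6-tagged SENP1 catalytic domain enzyme. Reagent: SFCypet-SUMO1-SFYpet FRET protein substrate, 25 nM final. Doses: one dose per compound, 10 µM, 0.5% DMSO. Detection: FRET, CFP and YFP emission. Timing: 50 min reaction at room temperature.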
HKDC1 inhibitor: HKDC1 hexokinase inhibitors, primary screen, biochemical, fluorescence, uHTS; Q2TB90; recombinant HKDC1, G6PDH/diaphorase resazurin coupled fluorescence; inhibition, % at 20 µM; 0.16% of 340,000 active;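 active = inhibition above about 35% when tested at 20 µM, limit read from the data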;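 also: plate controls were DMSO wells with enzyme for no effect and DMSO wells lacking enzyme for full effect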
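System: Recombinant HKDC1 hexokinase | Amount: HKDC1 at 5 µg/mL | Reagent: Glucose with 1 mM ATP | Doses: Single 20 µM dose | Incubation: Reaction time 90 min, room temperature, protected from light | Signal: Coupled resazurin fluorescence, excitation 525 nm, emission 613 nm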
Apaf-1 inh: inhibitors of human Apaf-1 apoptosome, primary screen, biochemical, DEVD-Rh110 fluorescence, uHTS; 0.71% of 330,000 active; inhibition, % at 20 µM; Apoptotic protease-activating factor 1 (Homo sapiens), O14727; reconstituted apoptosome caspase-3 activity; active = inhibition of at least 40% at 20 µM;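 also: plate controls were DMSO wells for no effect and DEVD-CHO caspase inhibitor wells for full effect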
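System – cell-free apoptosome with Apaf-1, procaspase-3 and caspase-9 · Buffer or medium – pH 7.5 Hepes buffer with CHAPS, BSA, DTT · Also added – cytochrome c with DEVD-Rh110 · Times – 30 min compound preincubation, 50 min activation, room temperature · Technique – Rh110 fluorescence intensity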
SENP7 block: SENP7 protease inhibitors, primary screen, biochemical, luminescence, uHTS. Sentrin-specific protease 7 (Homo sapiens), Q9BQF6. 1.5% of 330,000 active. inhibition, % at 5 µM. recombinant SENP7, Z-RLRGG-aminoluciferin luminescence, 40 min;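 active = inhibition above about 50% at the single test dose, limit read from the data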;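 also: plate controls were DMSO with enzyme for no effect and no enzyme buffer wells for full effect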
Target sequence (Q9BQF6 706-1050 limits assumed): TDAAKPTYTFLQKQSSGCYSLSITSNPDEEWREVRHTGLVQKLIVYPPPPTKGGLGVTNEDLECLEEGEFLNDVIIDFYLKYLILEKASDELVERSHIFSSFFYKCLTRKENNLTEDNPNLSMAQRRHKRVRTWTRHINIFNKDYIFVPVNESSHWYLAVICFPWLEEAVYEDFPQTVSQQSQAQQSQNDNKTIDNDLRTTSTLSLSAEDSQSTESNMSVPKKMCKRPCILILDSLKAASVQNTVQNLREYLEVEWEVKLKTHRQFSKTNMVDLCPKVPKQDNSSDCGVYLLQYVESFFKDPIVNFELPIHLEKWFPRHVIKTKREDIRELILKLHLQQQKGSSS
PfG6PD inh: PfG6PD enzyme inhibitors, primary screen, biochemical, fluorescence intensity, uHTS; PfGluPho enzyme, NADPH resazurin-diaphorase fluorescence; inhibition, % at 20 µM; 0.78% of 350,000 active; glucose-6-phosphate dehydrogenase-6-phosphogluconolactonase (Plasmodium falciparum 3D7);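 active = inhibition reaching at least a set limit at 20 µM in the primary screen, cut at about 59% in these data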;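 also: 0% = DMSO wells with substrate and 100% = DMSO wells lacking glucose-6-phosphate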
* = called active by the depositor; x = no result given.

Order of results: SENP8 block-1	SENP6 block	SENP8 block-2	SENP1 inh	HKDC1 inhibitor	Apaf-1 inh	SENP7 block	PfG6PD inh
- CC1(C)C(=O)OC(c2ccccc2)C(C)(C)C1=O (configuration not stated)
    23.4	-4.3	3.7	0.2	-5.0	-4.4	-1.6	8.0
- CCN(C(=O)COC(=O)CNS(=O)(=O)c1ccc2ccccc2c1)C1CCCCC1
    10.2	-15.5	-5.2	2.6	3.4	14.0	-0.9	5.7
- CC[n+]1ccccc1/C=C1\Sc2ccc(C)cc2N1C
    19.3	-32.9	-8.9	-2.4	-3.2	11.0	-8.4	-2.2
- CCOCCCNC(=O)CCS(=O)(=O)Cc1ccc(C)cc1
    12.7	-37.4	6.0	0.3	6.2	-13.8	-1.6	0.8
- O=C(NC(Cc1ccccc1)C(=O)N1CCCCC1)c1ccccc1 (configuration not stated)
    4.5	-8.1	-4.1	-0.5	-2.0	-0.1	-2.4	12.0
- c1ccc2c(N3CCOCC3)nc(N3CCOCC3)nc2c1
    -495.0	6.0	3.4	-15.4	-2.8	6.1	5.3	-3.8
- CCOC(=O)c1sc(NC(=O)CNCc2ccccn2)c(C(=O)OCC)c1C
    37.4	-16.6	-0.8	2.6	-9.7	27.7	-0.2	15.6
- COc1ccccc1N1CCN(C(=O)c2oc3cc(C)cc(C)c3c2C)CC1
    9.9	-3.6	-12.4	1.2	0.1	36.5	-1.7	4.0
- COC(=O)c1ccc(/C=N/Nc2nc3ccccc3[nH]2)cc1
    -107.4	-3.2	-19.5	-29.8	-5.8	18.5	-9.4	0.4
- COc1ccccc1Nc1cc(C(=O)N2CCc3ccccc3C2)c2ccccc2n1
    x	-6.5	-4.0	x	x	-2.7	-6.9	x
- Cn1ccc(C(=O)Nc2sc3c(c2C(N)=O)CCCCC3)n1
    -28.9	0.2	8.1	-3.4	0.0	23.8	4.1	23.4
- CN(C)C(=O)N1CCCC(C(=O)NCc2ccccc2Cl)C1 (configuration not stated)
    6.5	-16.4	4.7	1.3	-7.6	-19.6	-1.0	-4.6
- COc1ccc(C2Nc3ccccc3C(=O)N2c2ccc(C)cc2)cc1Cn1nnc2ccccc21 (configuration not stated)
    -280.9	6.5	4.4	-1.3	-3.3	4.1	4.7	0.6
- CCCCOc1ccc(C(=O)NNC(=O)c2cnccn2)cc1OC
    8.5	-13.5	0.7	4.0	-6.8	-5.0	0.1	-11.9
- CCCn1c(SCC(=O)NC2CCCC2)nnc1-c1ccccn1
    21.3	12.4	4.1	1.3	0.1	-16.7	7.0	-2.5
- Cc1cccc(C)c1Nc1nnc(SCC(=O)c2ccc3c(c2)NC(=O)CO3)s1
    3.6	1.2	0.7	0.9	-2.5	-1.1	-3.1	-2.1
- O=C(Nc1ccc(N2C(=O)C3CCCCC3C2=O)cc1Cl)c1cccs1 (configuration not stated)
    4.5	5.2	-13.2	-0.2	-0.6	9.7	-6.0	-16.3
- O=C1C(=O)N(CCCN2CCOCC2)C(c2ccc(F)cc2)/C1=C(/O)c1ccccc1 (configuration not stated)
    10.3	2.9	3.2	2.5	-4.9	-1.9	2.3	-5.2
- O=C(CNC(=O)c1[nH]cnc1C(=O)N[C@@H](Cc1ccccc1)C(=O)OCc1ccccc1)OCc1ccccc1
    13.1	5.8	-6.4	0.9	-5.8	11.1	2.5	9.3
- O=C(c1ccco1)N(Cc1ccc([N+](=O)[O-])cc1)c1ccc(Cl)cc1
    19.3	3.1	7.5	2.6	0.1	32.0	0.3	-2.4
- O=C1CC(NCc2ccncc2)C(=O)N1c1ccccc1 (configuration not stated)
    1.3	-2.6	-5.9	-28.1	-7.8	5.0	-0.8	4.9
- Cc1ccc(S(=O)(=O)Nc2cc(=O)[nH]c(SCC(=O)Nc3cccc(C(F)(F)F)c3)n2)cc1
    6.9	12.4	5.9	-2.6	-5.2	-7.5	9.1	1.0
- CCn1c2ccccc2c2nnc(SCC(=O)N(C)C3CCS(=O)(=O)C3)nc21 (configuration not stated)
    3.6	-19.8	-9.9	0.8	-12.3	2.4	-6.6	1.0
- Cn1c(SCC(N)=O)nnc1-c1ccc(C(C)(C)C)cc1
    -0.9	-13.9	-7.7	1.0	-4.8	7.1	-1.8	-6.9
- CCc1ccccc1Nc1nc2ccccc2n1CC
    9.9	-7.3	-11.6	-0.4	-3.2	3.0	-1.2	-4.3
- CSc1n[nH]c(-c2sccc2OCc2ccc(C)cc2)n1
    4.2	7.4	-1.7	0.3	-4.5	-0.2	-1.3	-3.5
- O=C(CCN1C(=O)C2CC=CCC2C1=O)NC1CCCCC1 (configuration not stated)
    7.5	0.0	-4.7	-0.5	-3.4	8.5	-16.1	-5.2
- COCCC(=O)N1CCCC(C(=O)c2ccccc2SC)C1 (configuration not stated)
    -0.9	x	x	-1.3	-3.0	x	x	-7.2
- CC1CCCC(NC(=O)CN2C(=O)NC(Cc3c[nH]c4ccccc34)C2=O)C1C (configuration not stated)
    2.4	0.3	2.8	-0.2	-6.7	-1.8	0.4	12.0
- O=C(Nc1ccc2c(c1)OCCO2)C1CCCC1
    18.0	15.1	-5.4	-0.3	-3.0	3.5	2.7	10.4

Filtered by structure: the entries above with a furan ring, fused or not.
Order of results: SENP8 block-1	SENP6 block	SENP8 block-2	SENP1 inh	HKDC1 inhibitor	Apaf-1 inh	SENP7 block	PfG6PD inh
- COc1ccccc1N1CCN(C(=O)c2oc3cc(C)cc(C)c3c2C)CC1
    9.9	-3.6	-12.4	1.2	0.1	36.5	-1.7	4.0
- O=C(c1ccco1)N(Cc1ccc([N+](=O)[O-])cc1)c1ccc(Cl)cc1
    19.3	3.1	7.5	2.6	0.1	32.0	0.3	-2.4

Next section
Order of results: SENP8 block-1	SENP6 block	SENP8 block-2	SENP1 inh	HKDC1 inhibitor	Apaf-1 inh	SENP7 block	PfG6PD inh
- COc1cc2c(cc1OC)CN(c1ccc(C(F)(F)F)cn1)CC2
    -31.9	-1.8	-0.6	-4.5	4.8	5.4	-7.9	21.5
- O=c1cc(CN2CCN(c3ccccc3)CC2)c2cc(O)c(-c3ccccc3)cc2o1
    -380.3	0.8	5.4	-1.1	-3.8	-6.9	1.1	-4.1
- N#Cc1ccc(C(=O)Nc2nc(SCc3ccc(Cl)cc3)n[nH]2)cc1
    2.6	0.3	-1.1	-1.7	11.8	8.9	11.9	-27.3
- CCOC(=O)c1ccc(COC(=O)CNC(=O)CNC(=O)Cc2ccccc2)cc1
    0.1	-4.8	6.6	-0.2	-4.2	-1.0	-5.0	3.3
- O=c1[nH]c(-c2ccccc2F)nc2c1sc(=S)n2Cc1ccccc1
    16.9	-11.0	6.3	-1.0	5.0	6.4	10.1	-8.7
- CCOC(=O)c1ccc2c(c1)N(CC(=O)N1CCCCC1)C(=O)C(C)(C)O2
    4.3	5.3	3.4	3.9	0.4	0.4	-6.0	4.9
- CC(C)(C)c1cc(C(=O)N/N=C/c2ccc(-c3ccccc3[N+](=O)[O-])o2)n[nH]1
    30.3	52.3*	42.9	-8.4	18.7	41.9*	22.0	11.8
- CC(C)C(NC(=O)c1ccccc1F)C(=O)NCc1ccc(S(=O)(=O)N2CCOCC2)cc1 (configuration not stated)
    -10.5	-16.4	-5.7	0.3	0.0	3.1	4.4	-11.2
- CCC(C(=O)NCc1ccco1)N(C(=O)CNS(=O)(=O)c1ccccc1)c1ccc(OC)cc1 (configuration not stated)
    8.5	-8.7	-1.1	2.2	-11.2	-22.4	-2.9	-6.0
- CN1C(=O)SC(Nc2ccccc2C(=O)O)C1=O (configuration not stated)
    -36.0	-6.4	0.8	0.4	-4.8	8.9	3.8	-6.4
- CC1CN(C2CCCCC2)C(=S)N(c2ccccc2)C1=O (configuration not stated)
    11.5	x	x	1.4	1.1	x	x	10.7
- CCCCn1c(SCc2ncc(-c3ccccc3)o2)nc2cc(S(N)(=O)=O)ccc21
    -11.6	-8.0	-9.0	-12.4	5.1	39.1	-12.1	49.4
- COc1ccc(N2CCN(C(=O)c3ccc(Oc4ccc(C(F)(F)F)cn4)cc3)CC2)cc1
    8.6	3.3	-0.5	2.4	-7.0	1.1	-8.6	5.7
- CCOP(=O)(c1ccccc1)C1(O)CCCCC1 (configuration not stated)
    12.9	-26.5	-8.7	1.5	-7.0	-3.0	-5.1	3.1
- O=C(Nc1nc2nccc(-c3ccccc3)n2n1)c1ccccc1
    -281.2	-21.5	-3.9	2.7	-3.4	-9.3	-7.8	-0.7
- Cc1cccc([C@H]2[C@@H]3C=CC[C@@H](C)[C@@H]3C(=O)N2Cc2ccccc2)c1
    17.6	x	x	1.5	8.3	27.2	12.5	-2.5
- CCc1nnc(NC(=O)[C@@H](NS(=O)(=O)c2ccc3c(c2)OCCO3)C(C)C)s1
    9.9	x	x	1.5	-3.0	x	x	3.5
- CN(C)C(=O)CSC1c2ccccc2C(=O)N1c1ccccc1 (configuration not stated)
    0.8	-4.1	1.4	1.2	-11.2	-20.7	0.8	-11.9
- N#Cc1ccc2c(c1)nnn2-c1ccccc1
    6.7	-11.3	-13.4	-4.4	5.4	-3.1	5.5	22.6
- CC1CCN(S(=O)(=O)N2CCC(C(=O)O)CC2)CC1
    14.2	4.7	-0.9	3.0	-10.5	2.0	0.8	-6.0
- CCOC(=O)Cn1cc(C(=O)c2ccco2)c2ccccc21
    -33.6	17.5	3.7	-0.2	1.1	15.0	11.2	6.3
- CC(=O)Nc1ccc(C(=O)OCC(=O)N(c2ccccc2)C2CCS(=O)(=O)C2)cc1 (configuration not stated)
    1.7	2.9	5.8	-1.0	-1.5	-8.4	-1.1	-2.7
- Cn1c(N)c(C(=O)N/N=C/c2ccccc2)sc1=S
    -78.8	-2.9	2.7	-22.4	-0.2	-25.0	2.7	-3.6
- Cc1cc(C)c(NC(=O)COC(=O)c2nc3nccc(C)n3n2)c(Cl)c1
    3.2	-7.3	2.5	0.0	-2.7	-5.6	8.2	10.3
- CCOC(=O)N1CCC(N2C(=O)c3ccccc3C2Nc2ccc3c(C)cc(=O)oc3c2)CC1 (configuration not stated)
    -476.3	-12.5	1.8	-9.7	0.6	2.0	0.5	-2.4
- O=C(N/N=C\c1ccc(-c2ccc([N+](=O)[O-])cc2)o1)c1ccc2c(c1)OCO2
    -22.4	-4.9	-12.0	-23.3	-7.2	-4.9	-5.3	-4.0
- O=C(CN1C(=O)NC2(CCCC2)C1=O)Nc1ccc(Cl)cc1C(F)(F)F
    7.0	-3.2	-2.4	0.5	-1.4	5.4	-4.7	-20.3
- CC1CCC(NC(=O)CN(C)S(=O)(=O)c2ccc3c(c2)CCC(=O)N3)CC1 (configuration not stated)
    13.0	8.2	3.0	1.3	-0.3	-12.9	-0.5	-6.2
- CCCCCCOC(=O)Cc1c(C)nc(-c2ccccc2)[nH]c1=O
    6.4	-1.6	-3.3	-0.7	-6.8	15.3	4.4	-19.6

Screens (PubChem BioAssay)
